LGR2 antag – blocks bursicon-induced cAMP signaling via Drosophila LGR2; AID 720647; HEK293 LGR2, CRE-luciferase, bursicon-stimulated, 4 h; inhibition, % at 9.99 µM; 0.35% of 380,000 active;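 active = drop in luminescence signal, shown as inhibition above about 50% in the replicate tests, limit read from the data, passing the limit was not always enough; inconclusive = probably only some replicates passing the limit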;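 note: agonist challenge used bursicon conditioned medium at about half maximal strength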
PAX8 inh HTS – PAX8 transcriptional activity inhibition; RMG-I TPO-luciferase reporter, SteadyGlo, 24 h; 1.2% of 360,000 active; inhibition, % at 12.6 µM; AID 652154;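 active = mean replicate inhibition at least 60% with every replicate also reaching 60%; inconclusive = only one of the two criteria is met; inactive = mean below 60% and not all replicates reaching 60%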;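 note: luciferase light reporting Pax8 driven TPO promoter activity; plate controls were median of neutral control wells for no effect and mitoxantrone controls for full effect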
CASP6 VEID inh – blocks human caspase-6 cleavage activity; P55212; purified caspase-6, Z-VEID-R110 cleavage fluorescence; inhibition, % at 12.5 µM; 0.53% of 350,000 active; AID 686996;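 active = mean inhibition across replicates at least about 35%, with every replicate also reaching that limit, limit read from the data; inconclusive = only one of the two criteria met; inactive = neither criterion met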;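 note: 0% = median of neutral control wells and 100% = no fluorescence left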
Target sequence (P55212 24-179 limits assumed): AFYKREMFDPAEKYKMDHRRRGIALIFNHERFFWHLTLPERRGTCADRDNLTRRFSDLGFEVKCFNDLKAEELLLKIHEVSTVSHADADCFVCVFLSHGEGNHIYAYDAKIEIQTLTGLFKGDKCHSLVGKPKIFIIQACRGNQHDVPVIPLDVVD
Target sequence (P55212 194-293 limits assumed): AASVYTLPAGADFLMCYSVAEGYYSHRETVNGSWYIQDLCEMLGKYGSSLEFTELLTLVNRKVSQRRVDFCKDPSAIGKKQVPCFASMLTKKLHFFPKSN
EWS-Fli block – blocks EWS/Fli oncoprotein-driven transcription; inhibition, % at 12.6 µM; AID 651661; A673 NR0B1-luciferase reporter, viability-normalised; 0.67% of 350,000 active;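 active = mean inhibition of at least 50% after viability correction, with every replicate also passing that limit; inconclusive = mean reaches 50% but only one of two replicates passes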;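 note: firefly luciferase signal divided by Alamar Blue viability fluorescence both relative to DMSO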
ARNT TACC3 PPI – disrupts binding between human ARNT and TACC3; AlphaScreen His-ARNT PAS-B/GST-TACC3 binding, luminescence; TACC3 fragment carries E629A point mutation; inhibition, % at 9.99 µM; 0.66% of 390,000 active; AID 623870;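 active = mean inhibition of replicates at least 50% and at least half of replicates each reaching 50%; inconclusive = half or more replicates reach 50% but mean below 50%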;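 note: 0% = complete ARNT plus TACC3 wells and 100% = ARNT alone without TACC3; many hits fall short of the cut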
SIRT5 block – inhibitors of human sirtuin-5 desuccinylase; Purified SirT5, succinyl-peptide AMC, trypsin-coupled fluorescence; 1.1% of 330,000 active; inhibition, % at 15 µM; in the data active = inhibition above about 15%; inconclusive = no clear call, values can overlap the other calls
Target sequence (Q9NXA8 whole entry, looked up): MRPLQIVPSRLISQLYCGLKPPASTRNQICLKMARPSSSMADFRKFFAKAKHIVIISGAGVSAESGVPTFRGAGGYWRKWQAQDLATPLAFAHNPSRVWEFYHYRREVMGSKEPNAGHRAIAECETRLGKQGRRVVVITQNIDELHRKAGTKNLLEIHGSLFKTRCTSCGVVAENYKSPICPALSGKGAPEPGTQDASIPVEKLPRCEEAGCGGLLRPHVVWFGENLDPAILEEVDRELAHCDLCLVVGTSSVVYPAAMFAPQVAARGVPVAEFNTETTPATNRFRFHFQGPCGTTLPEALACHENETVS
DENV2 CPE – inhibitors of DENV2 cytopathic effect. DENV2-infected cells, cytopathic effect rescue, plate reader. CPE inhibition, % at 9.99 µM. 1.7% of 350,000 active; in the data active = CPE inhibition above about 20%, passing the limit was not always enough; inconclusive = no clear call, values can overlap the other calls; tested in BHK-21 cells;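 note: 0% = median of neutral control wells and 100% = median of positive control wells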
An asterisk follows results filed as active; u = inconclusive; x = no result given; & = joins results of further samples. Random draw from the library; any-hit rate near 4.9%.

Value order: LGR2 antag, PAX8 inh HTS, CASP6 VEID inh, EWS-Fli block, ARNT TACC3 PPI, SIRT5 block, DENV2 CPE
1) Cc1cc(Br)ccc1NC(=O)CN(C)C(=O)C1CCN(C(=O)c2ccc(F)cc2)CC1
  -11, -4, -1, -2, 1, -3, -3
2) COCC(=O)N(C)C[C@H]1Oc2cc(-c3ccccc3F)ccc2S(=O)(=O)N([C@H](C)CO)C[C@@H]1C
  5, -3, 0, -5, -5, -5, -8
3) Cn1cnc([N+](=O)[O-])c1Oc1ccccc1
  10, -17, 3, 19, -15, -1, x
4) COc1cccc(/C=C/C(=O)OCC(=O)c2ccc3c(c2)NC(=O)CO3)c1OC
  0, 17, -2, 13, 1, -7, 1
5) C=CCNC(=O)c1cc(-c2ccccc2O)on1
  x, -133, -2, -25, -6, 0, -2
6) C[C@H](CO)N1C[C@H](C)[C@@H](CN(C)S(=O)(=O)c2cn(C)cn2)Oc2ccc(NC(=O)C3CC3)cc2C1=O
  -2&-11, 4, 2&-1, -14&-3, -6&-3, -3, -7&-1
7) Cn1cccc1Cc1nnc(SCC(=O)Nc2ccc3c(c2)OCCO3)n1CCc1ccccc1
  6, -6, -3, 0, x, 0, 11
8) COCC(=O)N1[C@H](CO)[C@H](c2ccccc2)[C@@H]1C#N
  0, -5, -2, -5, 29, -2, -11
9) COc1ccc(NC(=O)Nc2ccc3c(c2)C(=O)N([C@@H](C)CO)C[C@H](C)[C@@H](CN(C)C(=O)Nc2ccccc2)O3)cc1
  9, x, 0, -4, -10, -3, -2
10) COc1ccccc1NS(=O)(=O)c1cccc(C(=O)N/N=C2\CC(=O)CC(C)(C)C2)c1
  -14, 0, 1, 0, -12, -2, 6
11) Cn1c(=O)c2cc(S(=O)(=O)NC(Cc3ccccc3)C(=O)NCc3ccco3)ccc2n(C)c1=O (stereo unspecified)
  0, 18, 1, -1, x, -4, 6
12) CCOc1ccc(-c2noc(-c3csc([C@@H]4C[C@H](O)[C@@H](CO)O4)n3)n2)cc1
  -12, -73, 1, -59, x, x, -3
13) O=C(Nc1cscc1S(=O)(=O)c1ccc(Cl)cc1)c1ccccc1Cl
  x, 5, 1, 3, x, -1, 0
14) CN(C)CC(=O)N1[C@H](C#N)[C@H](c2ccc(-c3cccc(C(=O)N(C)C)c3)cc2)[C@H]1CO
  0, -22, 1, -2, -17, 0, 1
15) COc1ccc(C#Cc2cnc3c(c2)C(=O)N([C@H](C)CO)C[C@@H](C)[C@@H](CN(C)C(C)=O)O3)cc1
  -26, x, 2, -17, 8, 1, 0
16) COc1ccccc1CN1C[C@H](C)[C@H](OC)CN(C)C(=O)c2ccc(NC(C)=O)cc2OC[C@@H]1C
  10, 3, 1, 0, -13, 0, 12
17) CN1C(=O)c2cc(NC(=O)c3ccc(F)c(F)c3)ccc2OC[C@H]2O[C@@H](CC(=O)Nc3ccc4c(c3)COC4)CC[C@@H]21
  2, 12, 0, 1, -3, -1, u
18) CCCOc1ccc(N/C=C/C(=O)c2cc(OC)c(OC)c(OC)c2)cc1
  5, -13, -3, 7, 13, 4, -6
19) CCOc1ccc(NC(=S)N2CCC(NC(=O)c3ccccc3C)CC2)cc1
  13, 2, x, -7, 6, -1, 3
20) CN1C(=O)c2cc(NC(=O)c3ccc(F)cc3)ccc2OC[C@@H]2O[C@@H](CC(=O)NCC3CC3)CC[C@H]21
  -5, 12, -2, 8, 14, -4, 2
21) Cc1nc2ccccc2c(=O)n1NC(=O)/C=C/c1ccc(Br)cc1
  17, -6, 7, 5, -1, 1, 6
22) CCC1(CC)C(=O)N(c2ccccc2)C(=N)N(c2ccccc2)C1=O
  0, -10, -4, 6, -11, -4, u
23) COC(=O)COc1ccc(C(c2c(C)[nH][nH]c2=O)c2c(C)[nH][nH]c2=O)cc1
  0, -6, 2, -3, -7, 2, 7
24) CCCN1C[C@@H](C)[C@@H](OC)CN(C)C(=O)c2ccc(NC(=O)c3cccc(OC)c3)cc2OC[C@@H]1C
  3, x, -1, -11, 4, 2, -9
25) Nc1nnc(SCC(=O)Nc2cccc(S(=O)(=O)N3CCOCC3)c2)s1
  2, 4, 0, -4, -3, 5, 3
26) CC1CCN(C(=O)c2ncn3c2C(=O)NC[C@H]3C)CC1
  -11, -13, -1, 5, x, 0, 16
27) Cc1ccc(S(=O)(=O)N2C[C@@H](C)[C@]3(C2)[C@H](O)[C@H](OC(=O)Nc2c(C)noc2C)C[C@H]2C(=O)N(c4ccccc4)C(=O)[C@H]23)cc1
  -2, -15, 0, 2, x, -2, 13
28) COc1ccc(-n2nc(C(=O)NCC(=O)N3CCN(Cc4ccccc4)CC3)c3ccccc3c2=O)cc1
  -9, 16, x, -3, 9, 0, u
29) Cc1ccccc1-n1ncc2c1CC(C)(C)CC2NC(=O)c1ccncc1 (stereo unspecified)
  -23, 4, -1, -3, 2, -1, -5
30) COc1ccccc1CNC(=O)C[C@H]1CC[C@H]2[C@@H](COc3ccc(NS(=O)(=O)c4ccc(C)cc4)cc3C(=O)N2C)O1
  1, 2, 3, -7, -2, -1, 3
31) CC(C)NC(=O)Nc1ccc2c(c1)C(=O)N([C@@H](C)CO)C[C@H](C)[C@@H](CN(C)CC1CCCCC1)OCCCC[C@@H](C)O2
  15, 3, -4, x, 13, 1, -3
32) CCc1cc2c(COC(=O)CCNS(=O)(=O)c3cccc(C(F)(F)F)c3)cc(=O)oc2cc1O
  9, -1, 5, 0, 1, 1, -10
33) Cc1ccc(S(=O)(=O)N2[C@@H](c3ccc(Cl)c(Cl)c3)C(C(=O)O)=C[C@H]2CC2CCCC2)cc1
  -2, 28, 16, 7, -3, 4, -14
34) Cc1ccc2[nH]c(=O)c(CN(C(=O)c3cccc([N+](=O)[O-])c3)C(C)(C)C)cc2c1
  12, 25, -2, 1, 1, -3, -7
35) COc1ccc2c3c(n(C)c2c1)[C@H](CO)N(C(=O)Nc1ccc(F)cc1)CC31CCN(C)CC1
  -16, x, x, 11, x, x, 5
36) CCOC(=O)C1=CCN(S(=O)(=O)c2ccc(F)cc2)C1c1ccc(Cl)c(Cl)c1 (stereo unspecified)
  9, 1, 3, 4, x, 0, -4
37) CC(=O)Nc1nc2ccccc2[nH]1
  0, 1, 4, 11, 0, 4, -1
38) Cc1ccc(CNC(=O)CS(=O)(=O)c2ccccc2)cc1
  -7, -49, x, -13, -8, -4, 2
39) O=C(CS)Nc1ccc2ccccc2c1
  -1, -2, -2, 22, -10, 3, 8
40) C[C@H]1CN([C@@H](C)CO)C(=O)Cc2cc(NC(=O)Cn3cnnn3)ccc2O[C@@H]1CN(C)CC1CC1
  -21, x, -2, -7, -16, 2, -1

Entries of single compounds, looked up by structure. Screens in order: LGR2 antag, PAX8 inh HTS, CASP6 VEID inh, EWS-Fli block, ARNT TACC3 PPI, SIRT5 block, DENV2 CPE
`CCOC(=O)C1=CCN(S(=O)(=O)c2ccc(F)cc2)C1c1ccc(Cl)c(Cl)c1` (stereo unspecified) in the list: 9, 1, 3, 4, x, 0, -4
`CC(=O)Nc1nc2ccccc2[nH]1` in the list: 0, 1, 4, 11, 0, 4, -1
`Cc1ccc2[nH]c(=O)c(CN(C(=O)c3cccc([N+](=O)[O-])c3)C(C)(C)C)cc2c1` in the list: 12, 25, -2, 1, 1, -3, -7

Next section.
Value order: LGR2 antag, PAX8 inh HTS, CASP6 VEID inh, EWS-Fli block, ARNT TACC3 PPI, SIRT5 block, DENV2 CPE
41) O=C(Nc1ccccc1Cl)C1CCCN(S(=O)(=O)c2ccc(-n3cnnn3)cc2)C1 (stereo unspecified)
  12, 31, 1, 5, -7, -2, 6
42) S=c1c2[nH]cnc2ncn1CCSc1ncnc2nc[nH]c12
  -26, 9, -1, 12, -6, -1, -8
43) C[C@H](NC(=O)C[C@H]1C=C[C@@H](NC(=O)Cc2ccccn2)[C@H](CO)O1)c1ccccc1
  10, x, -1, x, 1, 6, 5
44) Cc1ccc(S(=O)(=O)N(C(=O)c2ccncc2)c2ccc3oc4c(c3c2)CCCC4)cc1[N+](=O)[O-]
  -2, 11, x, 20, -6, x, x
45) Nc1cc(-c2ccc(Br)cc2)nc2cc(-c3ccccc3)nn12
  -91, -28, -2, -23, -2, -3, 2
46) Cc1cnc(C(=O)OCC(=O)N2CCC(C)CC2)cn1
  0, 12, 6, -1, x, 0, 1
47) Cc1cccc(CN2CCN([C@@H]3CS(=O)(=O)N[C@H]3COCc3ccccc3)CC2)c1
  5, 7, -14, 1, x, -3, -2
48) O=C(NCC[C@@H]1CC[C@H](NC(=O)c2ccncc2)[C@H](CO)O1)Nc1ccc(Cl)cc1
  1, -22, 1, -2, -10, -1, 9
49) COc1cc(S(=O)(=O)Nc2cc(C)cc(C)c2)ccc1F
  x, 11, -2, -13, -5, 8, -6
50) CC(C)CC(C(=O)NC1CCCC1)N(Cc1ccc2c(c1)OCO2)C(=O)c1snc(C(N)=O)c1N (stereo unspecified)
  2, -5, 1, 14, -7, 2, -9
51) COc1ccc(C(=O)C=CNNC(=O)c2ccc(Cl)cc2)cc1
  24, 24, -2, 7, 1, -2, 1
52) O=[N+]([O-])c1ccc(NC(=S)N2CCCC2)cc1
  2, -8, -1, -18, -7, 2, -6
53) O=C(C[C@H]1C=C[C@H](NS(=O)(=O)c2ccc(F)cc2)[C@@H](CO)O1)NCc1ccc(Cl)c(Cl)c1
  7, 13, 0, 8, x, 5, 9
54) COc1ccccc1CC(NC(C)=O)C(=O)NC1CCN(S(=O)(=O)c2ccc(NC(C)=O)cc2)CC1 (stereo unspecified)
  -6, 22, 2, 0, -3, -3, -1
55) COc1ccccc1NC(=O)N1CCCCN2[C@H](CO)[C@H](c3ccc(-c4ccccc4)cc3)[C@H]2C1
  x, 44, -3, -7, 22, 0, 11
56) CN1CCN(CC(=O)NN(Cc2ccccc2)c2ccccc2)CC1
  -3, 14, -7, 3, -1, -7, 5
57) C[C@H]1CN([C@@H](C)CO)C(=O)c2cccc(NC(=O)Nc3ccccc3)c2O[C@@H]1CN(C)CC1CCCCC1
  10, -6, 1, 6, 17, 4, 12
58) COc1ccc(S(=O)(=O)Nc2cccc3c2O[C@@H](CN(C)CC2CC2)[C@H](C)CN([C@@H](C)CO)C3=O)cc1
  -11, x, 1, -10, 0, 0, 6
59) Cc1cc(OCCCC(=O)NCCc2ccccn2)ccc1Cl
  17, -3, 2, -3, -7, 11, 2
60) CCc1ccc(-n2c(=O)c3ccccc3n(CC(=O)C(C)(C)C)c2=O)cc1
  1, 14, 1, 7, -72, -1, -4
61) C=C1CCc2c([nH]c3ccc(OCC(C)C)cc23)C1=O
  8, 111*, 4, u, 2, -3, 0
62) O=C(CCNS(=O)(=O)c1ccc(Br)s1)NCc1ccccc1
  31, -7, -8, -1, -2, -2, -4
63) O=C(NCc1ccccc1Cl)c1csc([C@H]2C[C@H](O)[C@@H](CO)O2)n1
  -3, -5, -1, -1, x, -5, -8
64) CC(C)CC#Cc1ccc2c(c1)O[C@H](CN(C)Cc1cccnc1)[C@H](C)CN([C@H](C)CO)S2(=O)=O
  -1, x, -2, 14, 7, 3, -5
65) Cc1cccc(N2CCN(C(=O)c3nn(C)c4c3CS(=O)(=O)c3ccccc3-4)CC2C)c1 (stereo unspecified)
  4, -5, -1, 7, 4, 1, 2
66) O=C(O)Cc1csc(-c2cccc(F)c2)n1
  11, 0, -1, -7, -6, -6, -6
